GlmU inhibition: inhibition of mycobacterial GlmU enzyme – biochemical, glucosamine-1-phosphate acetyltransferase (AID 1376). M. tuberculosis GlmU acetyltransferase enzyme assay; higher % means a stronger effect. one-dose inhibition, %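 (tested at 30 µM in the primary screen)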; IC50 in µM for titrated hits. 220,000 compounds, 0.25% hits; in the data active = inhibition above about 13%;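 note: 0% = complete reaction with vehicle and 100% = reaction without substrate; strong numbers were not always called active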
RmlCD inh 1536: blocks M. tuberculosis RmlC and RmlD coupled enzymes | RmlC+RmlD coupled enzyme assay, percent inhibition; primary screen in compound mixtures | inhibition, % at 3.6 µM | 160,000 compounds, 0.03% hits; in the data active = inhibition mostly above about 34%, no sharp cut-off; note: some results filed as inactive read as strong as hits
Target sequence (P9WH09 whole entry, looked up): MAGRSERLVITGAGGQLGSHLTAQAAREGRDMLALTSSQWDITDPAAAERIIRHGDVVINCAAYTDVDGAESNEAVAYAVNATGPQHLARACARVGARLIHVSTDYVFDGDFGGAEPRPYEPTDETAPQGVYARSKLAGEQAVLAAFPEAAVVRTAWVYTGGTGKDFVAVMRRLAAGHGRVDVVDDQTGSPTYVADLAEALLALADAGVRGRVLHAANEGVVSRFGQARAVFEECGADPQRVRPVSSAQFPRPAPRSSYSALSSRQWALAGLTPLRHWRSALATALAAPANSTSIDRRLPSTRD
Target sequence (P9WH11 whole entry, looked up): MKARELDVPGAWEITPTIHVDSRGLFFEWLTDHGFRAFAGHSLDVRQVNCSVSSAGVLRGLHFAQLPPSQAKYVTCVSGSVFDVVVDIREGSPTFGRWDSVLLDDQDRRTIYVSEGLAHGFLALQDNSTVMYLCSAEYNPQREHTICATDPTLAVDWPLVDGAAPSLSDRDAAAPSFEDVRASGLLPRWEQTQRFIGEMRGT
* = called active by the depositor; . = no result given. Only part of the results is shown; count on the stated rates, not on these rows.

Start of the data: the first 4 compounds, ahead of the listing:
SMILES | GlmU inhibition | RmlCD inh 1536
CC(C)(C)c1ccc(-c2nnc3sc(-c4ccncc4)nn23)cc1 | -8.2% | 2
O=C(Nc1ccccc1C(F)(F)F)c1cc(S(=O)(=O)N2CCOCC2)ccc1F | -7.0% | .
CC(=O)OCC(=O)[C@H]1CC[C@H]2[C@@H]3CCC4=CC(=O)CC[C@]4(C)[C@H]3CC[C@]12C | 2.0% | .
Cc1ccc(CN2CCN(Cc3cn[nH]c3-c3cccc(F)c3)CC2CCO)o1 (stereo unspecified) | 3.1% | -4

The list itself, from the start:
SMILES | GlmU inhibition | RmlCD inh 1536
CC(C)(C)c1ccc(-c2nnc3sc(-c4ccncc4)nn23)cc1 | -8.2% | 2
O=C(Nc1ccccc1C(F)(F)F)c1cc(S(=O)(=O)N2CCOCC2)ccc1F | -7.0% | .
CC(=O)OCC(=O)[C@H]1CC[C@H]2[C@@H]3CCC4=CC(=O)CC[C@]4(C)[C@H]3CC[C@]12C | 2.0% | .
Cc1ccc(CN2CCN(Cc3cn[nH]c3-c3cccc(F)c3)CC2CCO)o1 (stereo unspecified) | 3.1% | -4
CC(C)CN(C(=O)CN1CCN(S(=O)(=O)c2ccc3ccccc3c2)CC1)c1c(N)n(CC(C)C)c(=O)[nH]c1=O | -0.3% | 2
COc1ccc(Cl)cc1N(C)C(=O)CCc1nc(-c2ccc(C)cc2)no1 | -2.7% | -7
Cc1ccccc1NC(=S)NC(NC(=O)c1ccco1)C(Cl)(Cl)Cl (stereo unspecified) | 7.0% | 14
Cc1ccc(O)c(NC(=S)NC(=O)c2ccc(-c3ccc(Cl)cc3)o2)c1 | -2.7% | .
Cc1ccc(-n2nnnc2Sc2nc([N+](=O)[O-])nn2C)c(C)c1 | -3.4% | .
Cc1ccc(NC(=O)c2ccc(F)c(S(=O)(=O)N3CCOCC3)c2)cc1F | 6.4% | -7

Arranged by SMILES length (high to low): part of the list above.
SMILES | GlmU inhibition | RmlCD inh 1536
CC(=O)OCC(=O)[C@H]1CC[C@H]2[C@@H]3CCC4=CC(=O)CC[C@]4(C)[C@H]3CC[C@]12C | 2.0% | .
O=C(Nc1ccccc1C(F)(F)F)c1cc(S(=O)(=O)N2CCOCC2)ccc1F | -7.0% | .
Cc1ccc(CN2CCN(Cc3cn[nH]c3-c3cccc(F)c3)CC2CCO)o1 (stereo unspecified) | 3.1% | -4
Cc1ccccc1NC(=S)NC(NC(=O)c1ccco1)C(Cl)(Cl)Cl (stereo unspecified) | 7.0% | 14
CC(C)(C)c1ccc(-c2nnc3sc(-c4ccncc4)nn23)cc1 | -8.2% | 2

(cont.)
SMILES | GlmU inhibition | RmlCD inh 1536
Cc1cc(F)ccc1NCc1cccnc1 | 1.2% | .
O=C(Cc1ccc([N+](=O)[O-])cc1)N1CCCCCC1 | 1.7% | 7
COc1ccc2nc(Nc3nc(CSc4nnc(C)s4)cc(=O)[nH]3)nc(C)c2c1 | -0.6% | -7
COc1ccc2c(c1)CC/C(=C\C=C\c1ccccc1)C2=O | 3.7% | .
Cc1cc(C)n2ncc(C(=O)NCc3ccc(Cl)cc3)c2n1 | 1.3% | .
Cc1cc(C)c[n+](-c2nc3ccccc3nc2[N-]S(=O)(=O)c2ccc(Cl)cc2)c1 | 6.0% | 7
COC(=O)c1cccc(S(=O)(=O)N2CCN(c3nc4ccccc4s3)CC2)c1 | 4.3% | 11
O=c1c2cc3ccccc3n2cnn1Cc1ccccc1F | -3.1% | 19
O=C1c2cccc(OCC(=O)N3CCCc4ccccc43)c2CCN1Cc1ccccc1 | 0.8% | 9
COC(=O)c1ccc(COn2c(=O)c(C)[n+]([O-])c3ccccc32)cc1 | -2.2% | 18

Quoted from the listing.
Entry of O=C(Cc1ccc([N+](=O)[O-])cc1)N1CCCCCC1 in GlmU inhibition: 1.7%
Entry of COc1ccc2nc(Nc3nc(CSc4nnc(C)s4)cc(=O)[nH]3)nc(C)c2c1 in GlmU inhibition: -0.6%
Entry of O=c1c2cc3ccccc3n2cnn1Cc1ccccc1F in RmlCD inh 1536: 19

Next section.
SMILES | GlmU inhibition | RmlCD inh 1536
C=CCc1cc(Cl)ccc1OCCOCCN(C)C | -5.2% | 11
Cc1cccnc1NC(=O)Nc1cccs1 | 3.4% | .
O=C(CCNc1ccc(F)c(Cl)c1)c1ccco1 | -1.6% | .
COCCCNCC#CCOc1ccc(OC)cc1 | -4.3% | -3
Cc1cc(C)c2c(N)c(C(=O)c3ccc(Br)cc3)oc2n1 | 1.7% | .
COC(=O)C(NC(=O)c1ccc(C)cc1)(Nc1cccc(C)n1)C(F)(F)F (stereo unspecified) | 0.6% | .
CCOC(=O)CSc1ncnc2c(C(=O)OCC)c3n(c12)CCC3 | -7.7% | -7
Cc1c(C(=O)N2CCC3(CC2)OCCO3)sc2ncnc(N(C)c3ccccc3)c12 | 0.3% | 4
CC(C)C(=O)Nc1nnc(CCN2CCOCC2)s1 | 1.1% | .
COc1ccc(C(=O)NC(=S)Nc2ccc(CN3CCCCC3)cc2)cc1Cl | -1.6% | -2

An excerpt of these results, with values under each structure:
Results follow in this order: GlmU inhibition, RmlCD inh 1536
> O=C(CCNc1ccc(F)c(Cl)c1)c1ccco1
    -1.6%, .
> COCCCNCC#CCOc1ccc(OC)cc1
    -4.3%, -3
> COc1ccc(C(=O)NC(=S)Nc2ccc(CN3CCCCC3)cc2)cc1Cl
    -1.6%, -2
> Cc1cccnc1NC(=O)Nc1cccs1
    3.4%, .
> CCOC(=O)CSc1ncnc2c(C(=O)OCC)c3n(c12)CCC3
    -7.7%, -7

(further entries)
SMILES | GlmU inhibition | RmlCD inh 1536
CC(NC(=O)CNC(=O)OCc1ccccc1)C(=O)N1CC(O)CC1C(=O)OCc1ccccc1 (stereo unspecified) | 6.7% | 8
CCOC(=O)N(C)c1ccc(C(O)(C(F)(F)F)C(F)(F)F)cc1 | 5.2% | .
COC(=O)C1=C(c2ccc(S(C)(=O)=O)cc2)C[C@@H]2CC[C@H]1N2C(=O)NCc1ccc(F)cc1 | -3.2% | .
Cc1cccc(-c2c3c(=O)n(C)c(=O)n(C)c3cn2C(C)C)c1 | -4.6% | 4
Cc1cc(OCCN2CCCC2)ccc1[N+](=O)[O-] | 1.2% | -9
CN1CCN(c2nc(-c3cccnc3)nc3ccccc23)CC1 | 6.8% | 2
CC(C)(O)[C@H](O)COc1c2occc2cc2ccc(=O)oc12 | 1.7% | .
Nc1c(-c2ccccc2)c(CN2CCOCC2)nn1-c1ccccc1 | 0.7% | -8
CC(O)[C@H]1CNC(=O)C(=O)N1CC1(c2ccccc2)CC1 (stereo partly specified) | -1.4% | .
Cc1cc(C)c2c(=O)[nH]n(C3CCCCCC3)c2n1 | -0.2% | 9
COc1ccc(CCNC(=O)c2cc(-c3ccc(Cl)c(Cl)c3)oc2C)cc1 | 5.6% | -5
CCc1nnc(NC(=O)CCNC(=O)c2ccccc2Cl)s1 | -5.0% | 12
O=C(OCCN=C1NS(=O)(=O)c2ccccc21)c1ccncc1 | 1.7% | 8
CCOc1cc(C)ccc1OCc1nnc(SCC(=O)c2cccc([N+](=O)[O-])c2)n1C | 2.0% | .
Cc1cc(=O)[nH]c(SCC(=O)NCCOc2ccccc2)n1 | 1.9% | 4
Cc1ccccc1NC(=O)Nc1nnc(Cc2ccc([N+](=O)[O-])cc2)s1 | 1.2% | 4
O=C(O)c1sccc1OCc1ccccc1 | -1.4% | .
COc1ccc(S(=O)(=O)N(C)CC(=O)N2CCCCC2)cc1Cl | -4.8% | 2
COc1cccc(-n2nc(C#N)c(Cl)cc2=O)c1 | -0.3% | .
N#CCN1CCN(CC(=O)c2ccc(Br)cc2)CC1 | 1.4% | 16
Cc1ccc(/C=C/C(=O)O)cc1S(=O)(=O)N1CCc2ccccc2C1 | 4.2% | -19
CCOC(=O)c1sc(NC(=O)C(CC)Sc2nccn2C)nc1C (stereo unspecified) | 5.3% | .
O=C(COC(=O)c1cc(=O)[nH]c2ccccc12)NC1CCCCCCC1 | 2.9% | 2
O=c1[nH]c(CSc2ncnc3sc(-c4ccccc4)cc23)nc2ccccc12 | -1.2% | -3
COc1cc(/C=C2\SC(=S)N(CC(=O)NC(C)(C)C)C2=O)cc(OC)c1OC | 3.8% | 10
COc1ccc(OC)c(NC(=O)CSc2ccc3nnc(-c4cccnc4)n3n2)c1 | -0.6% | 0
Oc1ccc(/C=N/n2c(-c3ccco3)csc2=Nc2cccnc2)c(O)c1 | -1.5% | 10
COC(=O)c1ccc(/C=N/NC(=O)CCSc2nc3ccccc3s2)cc1 | -7.8% | .
COc1ccc(CSCCc2n[nH]c(=S)n2-c2ccccc2)cc1 | 2.1% | -10
CCOCCCNS(=O)(=O)c1ccc(NC(=O)c2ccccc2)cc1 | -5.0% | .
CCNC(=O)CCSc1nnc(-c2ccncc2)o1 | 3.2% | 0
CCCNC(=S)Nc1ccccc1 | 8.6% | 7
O=C(c1ccccc1)c1cc(-c2ccccn2)c(N2CCOCC2)s1 | -0.9% | -9
CCN(CC)C(=O)C1CCN(S(=O)(=O)c2ccc(-n3cnnn3)cc2)CC1 | 2.2% | 11
CCCCNS(=O)(=O)c1ccc2nc(-c3cccnc3)cc(C(=O)NCCOC)c2c1 | -0.4% | 6
Cc1cn2c(-c3cccnc3)nnc2s1 | -3.9% | .
Cc1nc(-c2cccc(NC(=O)c3cccs3)c2)cs1 | 9.9% | .
O=c1c2c(-c3cccs3)csc2ncn1-n1cccc1 | 2.1% | -7
CC1CCCCN1C(=O)CSc1nnc(-c2c[nH]c3ccccc23)o1 (stereo unspecified) | 2.9% | .
CCOc1ccccc1N1CCN(C(=O)Nc2ccc(Cl)c(Cl)c2)CC1 | . | 10
CC1CCN(c2nc3ccccn3c(=O)c2C=O)CC1 | 5.4% | 4
CCNC(=O)CC1SC(=Nc2cccc3ccccc23)N(C)C1=O (stereo unspecified) | -4.4% | .
CCO[C@H]1OC(C(=O)O)=C[C@@H](c2cn(C(C)=O)c3ccccc23)[C@@H]1CCCO | 1.1% | .
Cc1ccc(-c2nn(-c3ccccc3)cc2C(=O)Nc2cccc(S(=O)(=O)N3CCOCC3)c2)cc1 | -2.8% | 18
COc1ccc(OC)c(Nc2cc(C(=O)NCCCN3CCOCC3)c3ccccc3n2)c1 | . | 1
O=C1C2CCCCC2C(=O)N1Cc1ccccc1 (stereo unspecified) | 3.4% | .
O/N=C/c1cc(Br)cc(Br)c1OCc1ccccc1 | -2.0% | -3
COC(=O)COc1cccc(NC(=O)c2ccc(Cl)cc2)c1 | -0.2% | -11
Cc1ccc(C)c(-n2c(-c3ccncc3)n[nH]c2=S)c1 | 11% | -1
COc1cc(NC(=O)C2CCCN2C(=O)OCc2ccccc2)cc(OC)c1 (stereo unspecified) | 2.1% | 1

Later entries.
SMILES | GlmU inhibition | RmlCD inh 1536
Cc1cc(NC(=O)Cn2nc(-c3ccccc3F)ccc2=O)ccc1-n1cnnn1 | -0.8% | .
Nc1nc(SCc2ccc(Cl)c(Cl)c2)n[nH]1 | 4.2% | .
O=C(OCc1nc2ccc(Cl)cc2n1CCO)c1ccc2c(c1)OCO2 | 3.7% | .
N/C(=N\OC(=O)c1ccco1)c1cccc([N+](=O)[O-])c1 | 2.7% | -11
CCC(Sc1ccccc1C(=O)O)C(=O)O (stereo unspecified) | -6.6% | 6
CCN(C(=O)CSc1nnc(NC2CCCCC2)s1)C1CCS(=O)(=O)C1 (stereo unspecified) | 4.3% | .
Cc1ccc(OCCOC(=O)CCc2nc3ccccc3c(=O)[nH]2)cc1 | -0.5% | -9
Cn1c(CN2CCCC2)nc2cc(NC(=O)COc3ccc([N+](=O)[O-])cc3)ccc21 | -2.1% | .
Cc1nc(SCC(=O)N2CCN(C(=O)c3ccco3)CC2)c2c(C)c(C)sc2n1 | 6.0% | .
O=C1NC(=O)N(c2ccccc2)C(=O)/C1=C/c1ccc2c(c1)Cc1ccccc1-2 | 1.8% | -13
O=C1NCCCC1C(=O)N/N=C/c1cccc(Cl)c1 (stereo unspecified) | -1.5% | 23
CCOP(=O)(OCC)C(NC(=O)c1ccccc1Cl)=C(Cl)Cl | 1.1% | .
O=C(C[n+]1ccccc1)N1c2ccccc2Sc2ccccc21 | -2.8% | .
CCCC(=O)NC(c1ccc(OC)c(OC)c1)c1cc(Cl)c2cccnc2c1O (stereo unspecified) | 8.5% | .
CC(=O)N1CCc2c(sc(NC(=O)c3ccc4c(c3)OCCO4)c2C#N)C1 | 11% | .
O=C(CC1C(=O)NCCN1Cc1cccc(Oc2ccccc2)c1)NCC1CCOCC1 (stereo unspecified) | -0.4% | 6
CC1=C/C(=N\NC(=S)NCCc2ccccc2)CC(C)(C)C1 | -7.8% | 9
C/C=C/c1ccc(OCC(=O)OCC(=O)NC2CC2)c(OC)c1 | -3.5% | -7

Compound activity as filed in PubChem BioAssay.
